From PubChem
Avidin bead fluor – compound fluoresces at 488/530 nm on avidin beads | AID 1775 | 220,000 tested, 0.38% active | fluorescence (KMESF) at 10 µM | compound fluorescence 488/530 nm, flow cytometry; active compounds read high; in the data active means fluorescence above about 47; further: inactives centre near 10
Cdc42 wt – modulators (inhibitors or activators) of GTP binding to human Cdc42 wildtype; AID 761; GST-Cdc42 beads, Bodipy-GTP binding, flow cytometry; actives lie on both sides; 190,000 tested, 0.2% active; P60953; percent activity (GTP binding), % at 10 µM;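 active means percent activity GTP binding at least 20 points away from the 100% baseline, either down as inhibitor or up as activator; inconclusive means compound flagged as likely green fluorescent from well-wide comparison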;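 further: median bead fluorescence of bound Bodipy-FL-GTP at 100 nM; 0% = excess unlabeled GTP control and 100% = no compound control; below 100% means less GTP binding so inhibitor and above means activator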
Target sequence (P60953 whole entry, looked up): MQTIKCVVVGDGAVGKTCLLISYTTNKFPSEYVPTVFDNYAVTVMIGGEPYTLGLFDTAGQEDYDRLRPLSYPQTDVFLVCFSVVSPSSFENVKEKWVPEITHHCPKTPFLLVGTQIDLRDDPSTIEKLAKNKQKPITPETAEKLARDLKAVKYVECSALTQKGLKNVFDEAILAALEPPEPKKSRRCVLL
Mcl1-Noxa inh – disrupts binding of human Mcl-1 to Noxa peptide; TR-FRET Mcl-1/Noxa peptide binding, 2 h; AID 1022; inhibition, % at 21.7 µM; Q07820; 220,000 tested, 1.5% active;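 active means compounds that cut the protein-peptide binding signal by more than 50% relative to plate controls in a single-dose test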;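 further: His-tagged Mcl-1 with rhodamine Noxa BH3 peptide and terbium anti-His antibody; 0% = Mcl-1 plus Noxa peptide wells and 100% = peptide-only wells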
Target sequence (Q07820 whole entry, looked up): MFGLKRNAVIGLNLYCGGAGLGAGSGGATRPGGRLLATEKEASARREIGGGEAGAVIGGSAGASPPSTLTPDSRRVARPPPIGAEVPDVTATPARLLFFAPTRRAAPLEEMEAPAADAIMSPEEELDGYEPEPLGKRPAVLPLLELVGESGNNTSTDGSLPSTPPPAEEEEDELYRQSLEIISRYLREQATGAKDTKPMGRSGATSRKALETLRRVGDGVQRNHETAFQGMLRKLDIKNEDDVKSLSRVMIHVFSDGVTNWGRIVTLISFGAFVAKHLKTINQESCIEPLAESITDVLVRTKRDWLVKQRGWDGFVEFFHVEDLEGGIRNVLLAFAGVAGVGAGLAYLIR
Rab7 wt GTP bind – dog Rab7 wildtype GTP binding, inhibitors and activators. GTP binding activity (percent of control), % at 10 µM. GST-Rab7 beads, fluorescent GTP binding, flow cytometry; actives lie on both sides; untreated = 100%, excess cold GTP = 0%. 190,000 tested, 0.055% active. AID 758;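 active means fluorescent GTP binding to Rab7 beads changed by at least 20 points from the 100% baseline, either direction, mostly lower; inconclusive means compound itself probably fluorescent, or too few beads counted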;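 further: median green fluorescence of bound Bodipy-FL-GTP per Rab7 bead population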
Rac1 wt GTP bind – modulators of human Rac1 wildtype GTP binding | P63000 | GST-Rac1 beads, fluorescent GTP binding, flow cytometry; actives lie on both sides; 0 = cold GTP competed, 100 = untreated | GTP binding activity (% of control), % at 10 µM | 190,000 tested, 0.27% active;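 active means GTP binding activity at least 20 points away from the 100% control level, either lower or higher; inconclusive means compound flagged as likely green fluorescent, judged across all proteins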
Mcl-1 Bim block – inhibitors of Bim-Mcl-1 interaction, human; Bead-based flow cytometry, Bim peptide-Mcl-1 binding; inhibition, % at 10 µM; 190,000 tested, 0.1% active; in the data active means inhibition above about 40%;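 further: 0% = no compound tracer wells and 100% = peptide blocker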
HRas wt GTP bind – modulators of GTP binding to human HRas wildtype; GST-Ras wt beads, Bodipy-FL-GTP binding, flow cytometry; actives lie on both sides; GTP binding activity, % at 10 µM; P01112; 190,000 tested, 0.14% active; AID 759;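 active means GTP binding activity at least 20% away from the 100% baseline, either lowered as inhibitor or raised as activator; inconclusive means flagged as likely green fluorescent, judged across all proteins in the well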;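 further: 0% = unlabeled GTP competition control and 100% = no-compound control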
Target sequence (P01112 whole entry, looked up): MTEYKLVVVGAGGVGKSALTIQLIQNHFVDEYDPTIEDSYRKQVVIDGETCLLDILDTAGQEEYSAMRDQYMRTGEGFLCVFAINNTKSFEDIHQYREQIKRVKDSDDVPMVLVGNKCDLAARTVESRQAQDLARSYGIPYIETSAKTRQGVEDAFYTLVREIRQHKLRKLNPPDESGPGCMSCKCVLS
Pf gametocyte – inhibitors of late stage P. falciparum gametocyte viability; P. falciparum stage V gametocytes, ATP luminescence, 24 h; inhibition, % at 10.9 µM; 150,000 tested, 0.065% active; AID 743093;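 active means inhibition above the mean plus 3 SD of compounds within the control limits, set per campaign, cut at about 38% in these data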;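 further: 0% = DMSO wells and 100% = medium only without gametocytes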
Rac1 act GTP bind – alters GTP binding to activated mutant human Rac1. P63000. GST-Rac1 activated beads, fluorescent GTP binding, flow cytometry; actives lie on both sides; 100% means binding = to untreated wells. percent activity (GTP binding), % at 10 µM. 190,000 tested, 0.11% active. AID 764;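 active means GTP binding at least 20 percentage points away from the 100% baseline, in either direction, so actives lie on both sides; inconclusive means Compound likely fluorescent itself, or too few beads counted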
Mcl1-Bid inh – Mcl-1/Bid interaction inhibition; TR-FRET Mcl-1/Bid-Dy647 peptide binding, 1536-well; inhibition, % at 21.7 µM; AID 1021; 220,000 tested, 0.97% active;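 active means compounds that cut the binding signal by more than half at the single screening dose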;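 further: His-tagged Mcl-1 with europium anti-His antibody binding Bid BH3 peptide; 0% = Mcl-1 plus peptide wells and 100% = peptide-only wells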
Rab2 wt GTP – changes GTP binding to wildtype dog Rab2A, up or down; P61105; GST-Rab2 wt beads, Bodipy-GTP binding, flow cytometry; GTP binding activity, % at 10 µM; 190,000 tested, 0.19% active; AID 760;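 active means GTP binding activity at least 20 points away from 100%, either lowered or raised; inconclusive means signal likely due to the compound's own green fluorescence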;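 further: 0% = beads with excess unlabeled GTP and 100% = no-compound control corrected for plate trend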
Numbers without * were called inactive; ? = inconclusive; / = not tested or not shown.

SMILES | Avidin bead fluor | Cdc42 wt | Mcl1-Noxa inh | Rab7 wt GTP bind | Rac1 wt GTP bind | Mcl-1 Bim block | HRas wt GTP bind | Pf gametocyte | Rac1 act GTP bind | Mcl1-Bid inh | Rab2 wt GTP
C/C(=N\NS(=O)(=O)c1ccc(C)cc1)c1cccs1 | 8 | 106 | 18 | 106 | 103 | -1 | 105 | 6 | 102 | -24 | 106
Cc1ccc(CN2C(=O)CCC2C(=O)NCCCN2CCCC(C)C2)cc1 (centres undefined) | 10 | 99 | 1 | 100 | 103 | 0 | 101 | / | 99 | -16 | 97
O=C1CN(C(=O)CN2C(=O)NC3(CCCCC3)C2=O)c2ccccc2N1 | 5 | 97 | 20 | 97 | 93 | 0 | 98 | 0 | 91 | -21 | 96
CC(NCCOCCOc1ccccc1)c1ccccc1 (centres undefined) | 10 | 107 | 24 | 99 | 104 | 18 | 100 | -7 | 100 | -9 | 102
COC(=O)c1ccc(NC(=O)Cc2ccc(F)cc2)cc1 | 8 | 97 | -7 | 93 | 99 | -1 | 96 | -23 | 92 | -18 | 93
O=C(Oc1ccc(Cl)cc1)c1ccc(COC(=O)c2cnccn2)cc1 | 12 | 100 | -5 | 98 | 98 | -4 | 97 | / | 98 | -25 | 96
NC(=O)COC(=O)CC(NC(N)=O)c1ccc(Cl)cc1 (centres undefined) | 26 | 103 | 4 | 100 | 102 | -8 | 99 | 3 | 98 | -14 | 99
c1csc(-c2noc(CN3CCN4CCCC4C3)n2)c1 (centres undefined) | 1 | 98 | -6 | 101 | 102 | -4 | 99 | 6 | 97 | -23 | 99
COc1ccc(-c2nnn(CC(=O)N(c3cccc(O)c3)C(C)C(=O)NC3CCCC3)n2)cc1OC (centres undefined) | 9 | 97 | 22 | 107 | 105 | 0 | 102 | 5 | 95 | -49 | 99
CCn1c(CC(=O)Nc2ccc(C)c(Cl)c2)nnc1SCCOc1ccc(OC)cc1 | 33 | 104 | 4 | 104 | 105 | -4 | 103 | -8 | 100 | -3 | 104
N#CC1=C(N)C(C#N)(C#N)C(c2cccnc2)C2CC(c3ccccc3)CC=C12 (centres undefined) | 33 | 101 | 7 | 96 | 94 | -3 | 97 | / | 95 | -19 | 97
CC(C)NC(=O)C(=O)NNC(=O)CCc1ccccc1 | 11 | 96 | 5 | 96 | 97 | 1 | 95 | 9 | 96 | -25 | 96
CCOC(=O)C1=C(C)Nc2ncnn2C1c1ccc(N(C)C)cc1 (centres undefined) | 8 | 101 | -6 | 104 | 110 | -1 | 106 | -11 | 102 | -31 | 104
CN1CCN(C(=O)c2c(O)c3cccc4c3n(c2=O)CCC4)CC1 | 9 | 99 | / | 96 | 96 | -1 | 99 | / | 96 | 19 | 97
COc1ccccc1NC(=O)COC(=O)[C@@H]1CCCN1C(=O)c1cccs1 | 6 | 98 | -3 | 99 | 101 | 3 | 97 | 2 | 97 | -24 | 99
Cc1cccc2cc(C#N)c(NCCNC(=O)COc3ccccc3)nc12 | 13 | 97 | -10 | 103 | 100 | 0 | 98 | -12 | 96 | -8 | 100
O=C(CSc1nnc(-c2ccco2)o1)N1CCN(c2ccccc2)CC1 | 7 | 95 | -5 | 101 | 97 | 7 | 98 | -8 | 94 | -54 | 97
CCOC(=O)N1CCN(CC(O)COc2ccc(C)cc2C(C)(C)C)CC1 (centres undefined) | 15 | 102 | 16 | 104 | 108 | -2 | 103 | 12 | 100 | -11 | 101
O=C(Nc1ccccc1OC(=O)c1ccc(Cl)cc1)c1ccc(Cl)cc1 | 12 | 99 | -9 | 96 | 102 | -5 | 101 | 12 | 101 | -11 | 99
CCc1cc2c(=O)nc3n(c2s1)Cc1ccccc1/C3=C(/O)c1ccc(F)cc1 | 13 | 103 | 14 | 98 | 107 | -2 | 102 | 12 | 101 | -50 | 98
CCNS(=O)(=O)c1ccc2c(c1)NCC2 | 4 | 101 | -9 | 99 | 101 | -3 | 99 | / | 99 | -77 | 97
CC(C)COc1ccc(C(=O)N/C(=C\c2cccc([N+](=O)[O-])c2)C(=O)OC(C)C)cc1 | 7 | 106 | 18 | 101 | 106 | -2 | 103 | -5 | 101 | -6 | 103
CCc1c(C)sc(NC(=O)C2CCCO2)c1C#N (centres undefined) | 3 | 98 | 41 | 99 | 103 | / | 99 | / | 97 | 38 | 99
COc1ccc(CCNC(=O)c2c(O)c3cccc4c3n(c2=O)CC4)cc1 | 18 | 84 | 9 | 88 | 85 | -5 | 87 | / | 83 | 13 | 85
N#Cc1ccc(C(=O)Nc2cc(S(=O)(=O)N3CCCC3)ccc2OCC(F)(F)F)cc1 | 13 | 104 | 31 | 104 | 103 | -2 | 101 | -18 | 99 | -41 | 99
O=C(COc1ccccc1)NCC(=O)NC1=NCCS1 | 12 | 102 | 3 | 102 | 105 | -7 | 102 | / | 100 | -16 | 102
CN(C(=O)CSc1nnc(-c2ccc(F)cc2)c2ccccc12)C1CCS(=O)(=O)C1 (centres undefined) | 8 | 92 | 22 | 106 | 99 | 0 | 94 | 9 | 94 | -1 | 95
COc1cccc(S(=O)(=O)c2nc(C)c3c(n2)CCC3)c1 | 9 | 94 | -4 | 98 | 92 | 1 | 93 | -12 | 95 | -13 | 94
O=C(NNC(=O)[C@@H]1CCCC[C@@H]1C(=O)O)Nc1ccccc1 | 13 | 99 | 1 | 99 | 103 | -3 | 100 | 0 | 97 | -2 | 100
Cc1cc(NC(=O)CCCn2cc([N+](=O)[O-])cn2)n(Cc2ccc(F)cc2)n1 | 8 | 94 | 3 | 105 | 96 | 0 | 98 | -4 | 93 | -24 | 96
Cc1c(C(=O)Oc2cccc3cccnc23)oc2ccccc12 | 10 | 95 | 1 | 98 | 99 | 0 | 97 | 15 | 95 | -24 | 96
CSc1nc(Sc2cccc(Cl)c2)c2ccccc2n1 | 12 | 103 | 8 | 100 | 100 | -2 | 102 | / | 97 | -1 | 102
CC1(C)Cc2ccccc2C(N/N=C/c2ccc(Cl)cc2)=N1 | 3 | 102 | 12 | 101 | 106 | -4 | 102 | -18 | 101 | -20 | 102
Cc1ccc(N(C)C(=O)N2CCN(S(=O)(=O)c3ccc(C)c(C)c3)CC2)cc1 | 13 | 103 | 16 | 104 | 107 | -1 | 104 | / | 100 | -6 | 104
Cc1ccc(Cl)c(NC(=O)CN2CCNC(=O)C2)c1Cl | 11 | 96 | 5 | 95 | 95 | -5 | 95 | -5 | 96 | -6 | 96
CCCCNC(=S)Nc1ccc(Cl)cc1 | 15 | 105 | -1 | 101 | 105 | -2 | 101 | -22 | 99 | -22 | 101
COc1ccc(C)cc1S(=O)(=O)N(C)CC(=O)NC1CC1 | 12 | ? | 4 | ? | ? | 1 | ? | 13 | ? | -19 | ?
Cc1cc(C)nc(SCc2nc3ncccn3c2Br)n1 | 31 | 104 | 20 | 99 | 105 | -2 | 102 | 9 | 99 | -16 | 98
Cc1ccc(NC(=O)CCC(=O)NNC(=O)c2cccs2)c(C)c1 | 16 | 97 | 1 | 91 | 97 | -1 | 96 | 14 | 97 | -11 | 95
CCOCCCNC(=O)C(NC(=O)Cc1cccs1)c1ccc(C)cc1 (centres undefined) | 9 | 98 | 12 | 96 | 96 | -2 | 97 | 14 | 95 | -34 | 96
CCOc1ccc(-n2nc3c(=S)[nH]nc(C)c3c2C)cc1 | 5 | 104 | 2 | 97 | 103 | 0 | 100 | / | 99 | -103 | 95
Cc1ccc(N(C(=O)C2COc3ccccc3O2)C(C(=O)NC2CCCCC2)c2cn(C)nc2C)cc1 (centres undefined) | 5 | 99 | -8 | 97 | 101 | -2 | 98 | / | 101 | -3 | 96
OC(CN1C2=NCCCN2c2ccccc21)c1ccc2c(c1)OCO2 (centres undefined) | 9 | 107 | 4 | 104 | 106 | 0 | 106 | / | 104 | -57 | 106
CCOC(=O)c1[nH]c(C)c(C(=O)OCC(=O)NC(=O)NC(C)(C)C)c1C | 34 | 108 | 8 | 99 | 107 | 1 | 105 | 3 | 103 | -4 | 107
CC(C)(C)c1ccc(S(=O)(=O)NCC(=O)N2CCN(C(=O)c3ccco3)CC2)cc1 | 8 | 100 | 5 | 99 | 101 | 1 | 100 | / | 99 | 1 | 99
CCNC(=O)CSc1nc2ccccc2c(=O)n1-c1cccc(OC)c1 | 10 | 96 | 29 | 105 | 96 | -1 | 95 | / | 95 | -6 | 98
O=C(CN1CCN(c2ccc(Cl)cc2)CC1)Nc1ccc(F)c(F)c1 | 9 | 99 | 6 | 103 | 101 | -3 | 100 | -10 | 99 | -34 | 99
CC(C)CCn1c(SCCN2CCOCC2)nc2c1c(=O)[nH]c(=O)n2C | 4 | 97 | -4 | 94 | 97 | -6 | 98 | / | 97 | -20 | 97
CCN1CCN(C(=S)c2ccc(SC)cc2)CC1 | 6 | 100 | 2 | 99 | 103 | -4 | 100 | -22 | 98 | 1 | 99
CCCC1=C(C(=O)OCC)C(c2ccccc2OC)NC(=O)N1 (centres undefined) | 9 | 100 | -4 | 100 | 99 | 0 | 100 | / | 97 | 0 | 100
Cc1ccc(NC(=O)c2cccs2)cc1NC(=O)c1ccco1 | 13 | 98 | 2 | 98 | 96 | 0 | 97 | / | 95 | -7 | 97
O=C(CN1CCN(c2ccccc2F)CC1)c1ccc2c(c1)OCO2 | 30 | 106 | 7 | 97 | 111 | -4 | 99 | -19 | 100 | -12 | 99
COc1cccc(OC)c1C(=O)Nc1c(C)n(C)n(-c2ccccc2)c1=O | 44 | 100 | -22 | 100 | 99 | -2 | 99 | / | 99 | -14 | 99
Cc1ccc(OCC(=O)NC2CC(C)(C)NC(C)(C)C2)cc1C | 20 | 92 | -12 | 90 | 92 | 0 | 91 | 7 | 94 | -4 | 93
CCC1(C)Cc2c(sc3nn[nH]c(=O)c23)CO1 (centres undefined) | 15 | 102 | 5 | 99 | 102 | -1 | 100 | / | 98 | -20 | 99
Cc1ccc(-n2c(O)c(/C=N/Nc3ccc(S(=O)(=O)N4CCOCC4)cc3[N+](=O)[O-])c3ccccc3c2=O)c(C)c1 | 0 | 93 | 78* | 91 | 90 | 4 | 94 | 11 | 87 | -7 | 89
COc1ccc(C)cc1-n1nnnc1SCC(=O)Nc1cccnc1Cl | 17 | 104 | 28 | 98 | 105 | 0 | 101 | / | 101 | -16 | 99
CCCOc1ccccc1-c1nc2c([nH]1)c(=O)[nH]c(=O)n2C | 8 | 99 | 16 | 94 | 100 | -3 | 97 | -24 | 99 | -21 | 94
